Screening data as filed in PubChem BioAssay.
M4 antag = CHRM4 antagonism in calcium assay | P08173 | CHO-hM4 cells, ACh EC80, Fluo-8 calcium fluorescence | inhibition, % at 3 µM | hit rate 0.73% among 360,000 | AID 624125;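 active = inhibition above its plate's cutoff, the mean inhibition of sample wells plus 3 SD, cut at about 27% in these data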;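 note: 0% = acetylcholine EC80 with DMSO and 100% = DMSO without agonist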
Target sequence (P08173 whole entry, looked up): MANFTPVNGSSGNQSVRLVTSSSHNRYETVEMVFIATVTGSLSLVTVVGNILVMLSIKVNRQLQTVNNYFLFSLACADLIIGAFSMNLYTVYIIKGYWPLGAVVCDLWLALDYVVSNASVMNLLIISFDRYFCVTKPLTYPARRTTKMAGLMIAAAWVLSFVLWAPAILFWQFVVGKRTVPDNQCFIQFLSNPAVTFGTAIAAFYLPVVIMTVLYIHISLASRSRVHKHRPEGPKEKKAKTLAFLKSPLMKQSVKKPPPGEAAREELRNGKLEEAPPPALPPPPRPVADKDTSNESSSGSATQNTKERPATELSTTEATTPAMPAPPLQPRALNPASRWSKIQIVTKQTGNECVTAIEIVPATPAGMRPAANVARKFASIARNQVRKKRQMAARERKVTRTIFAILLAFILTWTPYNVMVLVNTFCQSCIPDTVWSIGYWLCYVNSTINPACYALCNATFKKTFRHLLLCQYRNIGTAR
CRFBP-R2 agonist = agonists of human CRF-binding protein/CRF-R2 receptor complex; HEK293 CRF-R2/CRF-BP, calcium dye fluorescence (FLIPR); percent of saturating CRF peptide response; activation, % at 13.2 µM; hit rate 0.46% among 350,000; AID 588473;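 active = activation of at least 50%, plus an integration ratio under a set limit after plate pattern correction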;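 note: plate controls were neutral control wells without compound for no effect and CRF at EC100 for full effect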
CHRM5 agonist = agonists of human muscarinic M5 receptor (CHRM5). CHO-K1 hM5 cells, Fluo-8 calcium fluorescence; 0% DMSO wells, 100% maximal acetylcholine response. activation, % at 3 µM. hit rate 0.19% among 360,000;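 active = activation above the run's mean over test compounds plus 3 SD, cut at about 23% in these data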;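 note: signal is peak over basal fluorescence ratio across the kinetic read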
Target sequence (P08912 whole entry, looked up): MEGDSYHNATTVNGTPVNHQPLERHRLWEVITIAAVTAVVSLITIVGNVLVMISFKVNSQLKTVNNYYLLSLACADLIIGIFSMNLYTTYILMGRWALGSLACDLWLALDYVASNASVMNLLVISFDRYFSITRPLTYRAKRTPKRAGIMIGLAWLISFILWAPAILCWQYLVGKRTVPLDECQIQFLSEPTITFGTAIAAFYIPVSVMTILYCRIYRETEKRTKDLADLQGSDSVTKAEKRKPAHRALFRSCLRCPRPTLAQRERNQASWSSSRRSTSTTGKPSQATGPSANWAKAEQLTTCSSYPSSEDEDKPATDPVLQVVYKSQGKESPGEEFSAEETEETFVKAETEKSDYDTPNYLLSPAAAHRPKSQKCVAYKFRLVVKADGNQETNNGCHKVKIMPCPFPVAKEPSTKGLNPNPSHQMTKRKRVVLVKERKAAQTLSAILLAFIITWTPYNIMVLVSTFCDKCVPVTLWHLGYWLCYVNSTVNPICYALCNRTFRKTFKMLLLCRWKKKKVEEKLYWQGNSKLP
CHRM5 antagonist = blocks acetylcholine activation of human M5 receptor; P08912; CHO-hM5 cells, Fluo-8 calcium fluorescence, ACh EC80; inhibition, % at 3 µM; hit rate 0.59% among 360,000;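 active = inhibition above a per-plate cutoff, the mean of that plate's test compounds plus 3 SD, cut at about 27% in these data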;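 note: 0% = acetylcholine EC80 with DMSO and 100% = DMSO without agonist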
CHRM1 antagonist = blocks human M1 muscarinic receptor; inhibition, % at 3 µM; P11229; hit rate 1.3% among 360,000; CHO-K1 hM1, Fluo-8 calcium fluorescence, ACh EC80 antagonist;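 active = percent inhibition above its own plate's cutoff, namely the mean of that plate's compound wells plus 3 SD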;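 note: peak over basal fluorescence ratio during 140 s after agonist addition; 0% = ACh EC80 plus DMSO and 100% = DMSO alone without agonist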
CHRM4 PAM = positive allosteric modulators of human muscarinic M4 receptor; P08173; CHO-K1 hM4/Gqi5, Fluo-8 calcium fluorescence, ACh EC20; 0% = ACh EC20, 100% = maximal ACh; activation, % at 3 µM; hit rate 0.4% among 360,000; AID 624126;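 active = activation above its plate's cutoff, the mean activation of sample wells plus 3 SD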; note: some results filed as inactive read as strong as hits
M4 ag = agonists of human muscarinic M4 receptor (CHRM4). P08173. CHO-K1 hM4/Gqi5, Fluo-8 calcium fluorescence; vehicle 0%, full acetylcholine response 100%. activation, % at 3 µM. hit rate 0.14% among 360,000. AID 624127;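 active = activation above the run mean over all test wells plus 3 SD, cut at about 32% in these data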;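 note: peak over basal fluorescence ratio per well then scaled between controls; 0% = DMSO wells and 100% = acetylcholine at EC100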
CHRM1 PAM = human CHRM1 positive allosteric modulation | CHO-K1 hM1, Fluo-8 calcium fluorescence, ACh EC20; 0% = ACh EC20, 100% = maximal ACh | AID 588819 | activation, % at 3 µM | hit rate 0.088% among 360,000 | P11229; in the data active = activation above about 19%, passing the limit was not always enough
CHRM5 PAM = positive allosteric modulators of human muscarinic M5 receptor | hit rate 0.3% among 360,000 | activation, % at 3 µM | CHO-K1 hM5, Fluo-8 calcium, ACh EC20 PAM; 0% = ACh EC20, 100% = ACh EC100 | P08912 | AID 624038;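 active = activation above the run cutoff, the mean activation of all test compounds plus 3 SD, cut at about 18% in these data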
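System: CHO-K1 hM5 cells. Reagent: acetylcholine, EC20 level. Compound dosing: single dose, 3 µM nominal final test concentration. Timing: Post-acetylcholine fluorescence recording 140 s. Detection: Fluo-8 calcium fluorescence. Read-out: % activation, ACh-normalized. Benchmarks: ACh EC20 and EC100 wells. Repeats: singlicate, one well per test compound.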
* = called active by the depositor; x = not tested or not shown. No enrichment for hits, and some 2.8% of all compounds hit somewhere here.

Sample of the layout, 12 compounds:
SMILES	M4 antag	CRFBP-R2 agonist	CHRM5 agonist	CHRM5 antagonist	CHRM1 antagonist	CHRM4 PAM	M4 ag	CHRM1 PAM	CHRM5 PAM
CC1CCN(C(=O)c2[nH]cnc2C(=O)NCC(=O)OC(C)(C)C)CC1	-8	-1.5	4	2	10	0	2	-2	8
NS(=O)(=O)c1ccc(CNC(=O)C2(c3ccc(Cl)cc3)CC2)cc1	-9	0.6	3	6	-1	10	2	9	6
CCOC(=O)C1CCN(C(=O)Cn2ncc3c([nH]c4ccccc43)c2=O)CC1	4	0.2	-3	14	-13	2	1	3	-3
Cc1cc(C)nc(SCC(=O)Nc2ccc(S(=O)(=O)Nc3cc(C)on3)cc2)n1	-3	-0.1	-3	-2	-7	1	0	7	3
CCc1ccc(OC(=O)CN2C(=O)c3ccccc3C2=O)cc1	-4	-2.5	-3	5	-15	1	0	0	-3
Cc1ccccc1NC(=O)C(C)O/N=C/c1cccc([N+](=O)[O-])c1 (stereo unspecified)	0	0.3	-4	-3	-17	12	3	14	5
O=C1CN(C(=O)COC(=O)CNC(=O)c2ccccc2)c2ccccc2N1	2	-1.1	1	2	2	2	1	8	4
Cc1c(Cl)c([N+](=O)[O-])nn1CCCC(=O)Nc1sc2c(c1C(N)=O)CCC(C)C2 (stereo unspecified)	-4	-1.6	0	0	-6	5	1	7	1
COc1ccc(CC(=O)Nc2nnc(C(C)(C)C)s2)cc1OC	-2	1.9	2	9	-5	5	1	2	-7
Cc1nccn1-c1ccc(NC(=O)[C@H]2O[C@@H](n3cnc4c(N)ncnc43)[C@H](O)[C@@H]2O)cc1	4	x	-1	4	-16	-1	1	-7	1
Cc1onc(-c2ccc(Cl)cc2)c1-c1ccnn1S(=O)(=O)c1ccc(Cl)cc1	5	3.8	4	3	-8	2	0	2	1
Cc1cc(C)nc(SC(C(=O)O)c2ccccc2)n1 (stereo unspecified)	2	3.0	1	2	-1	17	1	14	1

The listing (from the top)
SMILES	M4 antag	CRFBP-R2 agonist	CHRM5 agonist	CHRM5 antagonist	CHRM1 antagonist	CHRM4 PAM	M4 ag	CHRM1 PAM	CHRM5 PAM
CC1CCN(C(=O)c2[nH]cnc2C(=O)NCC(=O)OC(C)(C)C)CC1	-8	-1.5	4	2	10	0	2	-2	8
NS(=O)(=O)c1ccc(CNC(=O)C2(c3ccc(Cl)cc3)CC2)cc1	-9	0.6	3	6	-1	10	2	9	6
CCOC(=O)C1CCN(C(=O)Cn2ncc3c([nH]c4ccccc43)c2=O)CC1	4	0.2	-3	14	-13	2	1	3	-3
Cc1cc(C)nc(SCC(=O)Nc2ccc(S(=O)(=O)Nc3cc(C)on3)cc2)n1	-3	-0.1	-3	-2	-7	1	0	7	3
CCc1ccc(OC(=O)CN2C(=O)c3ccccc3C2=O)cc1	-4	-2.5	-3	5	-15	1	0	0	-3
Cc1ccccc1NC(=O)C(C)O/N=C/c1cccc([N+](=O)[O-])c1 (stereo unspecified)	0	0.3	-4	-3	-17	12	3	14	5
O=C1CN(C(=O)COC(=O)CNC(=O)c2ccccc2)c2ccccc2N1	2	-1.1	1	2	2	2	1	8	4
Cc1c(Cl)c([N+](=O)[O-])nn1CCCC(=O)Nc1sc2c(c1C(N)=O)CCC(C)C2 (stereo unspecified)	-4	-1.6	0	0	-6	5	1	7	1
COc1ccc(CC(=O)Nc2nnc(C(C)(C)C)s2)cc1OC	-2	1.9	2	9	-5	5	1	2	-7
Cc1nccn1-c1ccc(NC(=O)[C@H]2O[C@@H](n3cnc4c(N)ncnc43)[C@H](O)[C@@H]2O)cc1	4	x	-1	4	-16	-1	1	-7	1
Cc1onc(-c2ccc(Cl)cc2)c1-c1ccnn1S(=O)(=O)c1ccc(Cl)cc1	5	3.8	4	3	-8	2	0	2	1
Cc1cc(C)nc(SC(C(=O)O)c2ccccc2)n1 (stereo unspecified)	2	3.0	1	2	-1	17	1	14	1
Cc1ccc(N2C(=O)C(Cl)=C(N3CCN(C)CC3)C2=O)c(C)c1	5	-0.6	2	-5	-3	-3	1	5	4
Cc1ccccc1CNC(=O)c1ccc2nc(N3CCOCC3)sc2c1	-4	-1.3	1	2	-11	3	6	7	-6
COc1cc(/C=C/c2cc(C(F)(F)F)[nH]c(=O)n2)cc(OC)c1OC	-5	1.7	-1	1	-13	10	-1	13	6
CC(C)NC(=O)/C(C#N)=C/c1cccc(NC(=O)c2ccccc2Cl)c1	-11	-1.4	-2	17	22	-8	14	-3	-15
CCCCNC(=O)Cn1nc([N+](=O)[O-])c([N+](=O)[O-])c1C	3	0.0	1	-3	2	2	1	-5	-4
COc1ccc(NS(=O)(=O)c2cccc(C(=O)NCCCN3CCOCC3)c2)cc1	-9	-0.7	-2	-1	-5	4	1	1	6
NS(=O)(=O)c1cccc(NC(=O)C(Cc2ccccc2)NC(=O)c2ccccc2)c1 (stereo unspecified)	10	-0.9	-5	5	-12	-1	1	13	2
O=c1oc2ccc(Cl)cc2nc1/C=C(\O)c1ccco1	9	19	0	9	-12	-4	1	6	-6
Cc1cc(C)nc(SCCn2c(N(C)Cc3ccccc3)nc3c2c(=O)n(C)c(=O)n3C)n1	-3	-3.6	1	1	5	-2	1	1	0
O=C(C[C@H]1C(=O)N(c2ccccc2)C[C@@H]1Cc1ccccc1)Nc1ccc(Br)cc1	-13	7.7	1	0	-17	-3	0	5	-6
CCOc1ccc2ccccc2c1C(=O)N1CCOCC1	8	-0.9	2	-10	-18	8	1	7	0
O=C(CSc1nnc2c(Cl)cc(C(F)(F)F)cn12)N(Cc1ccccc1)Cc1ccccc1	6	-3.4	-1	7	6	-12	1	-6	-11
O=C(Cn1ncc2c(=O)oc3ccccc3c21)NCC1CCCO1 (stereo unspecified)	1	-0.9	1	4	2	1	0	0	-5
Cc1nnc2sc(SCC(=O)Nc3ccc(Br)cc3)nn2c1=O	4	1.6	-17	6	18	-9	2	-4	-4
CCCNC(=O)Cc1cc(=O)[nH]c(=O)[nH]1	-8	-0.6	0	-5	-12	4	1	13	0
S=C1SC2(CCCCCC2)NC2=C1CCCCC2	12	-2.5	4	23	19	-11	13	-20	-13
CCc1cccc(C)c1NC(=O)Nc1c(Br)cnn1C	-10	-0.4	-4	9	-3	5	0	6	0
Cn1c(SCC(=O)N2CCN(Cc3ccccc3)CC2)nnc1-c1ccncc1	10	-0.1	-4	6	10	-7	0	-2	6
O=C(Nc1ccc(F)cc1)Nc1ccc([N+](=O)[O-])cn1	5	0.7	0	2	-1	6	1	9	-1
CC(=O)n1cc(Nc2ccc([N+](=O)[O-])cc2)c2ccccc21	-3	1.3	1	-13	-3	6	2	6	3
O=S(=O)(Cc1ccccc1)Oc1ccccc1	6	-0.4	-4	3	-4	-10	-1	6	-3
CCC(=O)N1CCc2cc(S(=O)(=O)NCCc3ccc(S(N)(=O)=O)cc3)ccc21	6	0.0	-5	3	-4	0	1	4	4
Nc1ccc(-n2cc(-c3ccccc3)[nH]c2=S)cc1	-1	-0.9	-2	4	-13	6	1	12	0
O=C(COc1ccc2c3c(c(=O)oc2c1)CCCC3)N[C@@H](Cc1ccccc1)C(=O)O	-4	0.1	2	-6	-10	-2	1	17	1
Cc1ccccc1-n1ncc2c1CC(C)(C)CC2NC(=O)c1cn[nH]c1C (stereo unspecified)	1	-2.8	-2	10	2	-2	1	1	2
C#CCOCCOCCOCCNc1nc(N2CCN(C(=O)[C@H](CCC(=O)O)n3cc([C@@H](N)CC(N)=O)nn3)CC2)nc(N2CCN(C(=O)[C@H](CCC(=O)O)n3cc([C@@H](N)CC(N)=O)nn3)CC2)n1	-8	3.3	2	-2	-10	6	0	8	-2
COc1cc(SC)ccc1C(=O)Nc1ccc2c(c1)OCO2	-12	0.7	-4	6	-3	3	1	11	1
COc1ccccc1CN1C[C@@H]2C[C@@H](c3cccc(C)n3)N3CCC[C@@]23C1=O	9	1.9	-4	-6	-5	-3	1	2	7
O=C(CSC(=S)N1CCCC1)N1CCN(S(=O)(=O)c2ccccc2F)CC1	-10	-0.1	3	4	-4	2	3	5	-4
O=C(NC1CCCc2ccccc21)C1CCCC1 (stereo unspecified)	4	-1.0	-1	5	-10	-2	0	10	0
CCN1CCN(CCCNC(=O)Cn2nc(C)n3nc(-c4ccccc4)cc3c2=O)CC1	-6	0.8	-5	-19	0	-3	0	2	12
CS(=O)(=O)N(CC(=O)Nc1ccccc1Sc1ccccc1)c1ccc(F)cc1	8	3.6	0	3	11	-1	-1	-1	-6
COc1ccc(CCNC(=O)CC2Oc3ccc(Cl)cc3NC2=O)cc1OC (stereo unspecified)	-5	-0.5	-1	0	-9	8	0	4	-4
C=CCSc1nc(Oc2ccccc2)c2sccc2n1	0	-0.3	-1	-2	-8	2	-2	-9	-3
CCOC(=O)C1CCN(c2c(NCCN(CC)c3ccccc3)c(=O)c2=O)CC1	0	0.7	-6	4	-23	5	2	6	2
COc1ccc(NC(=O)c2cccnc2)c(OC)c1	12	-1.7	0	6	15	-6	2	-8	-11
CCN(C(=O)CSc1nc2n[nH]c(C)c2c(=N)n1-c1ccc(Cl)c(C)c1)c1cccc(C)c1	-12	-1.3	1	-11	-15	4	-1	7	3
CCCC(=O)Nc1nnc(SCC(=O)N2CCCCC2)s1	-16	-1.1	2	-3	-14	-5	2	10	15
O=C(NS(=O)(=O)NC1CCCCC1)C1=C(N2CCCC2)COC1=O	7	-1.1	0	14	1	-1	-1	1	-7
COc1ccc(OC)c(S(=O)(=O)N2CCN(C)CC2)c1	3	1.1	-2	-6	-7	-1	0	5	0
O=C(O)CCCN1C(=O)/C(=C/C=C/c2ccco2)SC1=S	-6	-2.5	-1	1	-17	-5	1	10	6
CN(C)CCN=Cc1c(O)n(Cc2ccc3c(c2)OCO3)c(=O)c2ccccc12	-3	0.2	-1	7	-7	6	1	4	10
Cc1cc(C)cc(NC(=O)CSCc2nc3c(nnn3Cc3ccc(F)cc3)c(=O)[nH]2)c1	4	-0.9	2	0	-9	5	0	5	6
Cc1c(C(=O)Nc2ccc(Cl)cc2)c2ccccn2c1CCc1ccncc1	-1	-0.4	1	18	3	-14	9	-6	-19
Cc1cccc(N(C(=O)c2nsc(Cl)c2Cl)C(C(=O)NC2CCCC2)c2ccc(O)cc2)c1C (stereo unspecified)	2	-3.6	-8	2	5	-14	-1	-11	-10
CS(=O)(=O)Nc1ccc(N2CCN(c3ccc(C(F)(F)F)cn3)CC2)nc1	7	-0.2	8	23	29	-7	17	-11	-16
